# V1R ag counter = counter-screen for oxytocin receptor agonists: human V1a receptor agonists. 0.25% of 320,000 active. CHO-V1R cells, Fluo-8 calcium fluorescence, agonist mode; 0% DMSO, 100% 3 nM vasopressin. AID 2797. P37288. activation, % at 3 µM;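 active means activation above the mean activation of all tested compounds plus 3 SD, per screening run, cut at about 20% in these data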;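 further: signal is peak over basal fluorescence ratio across a 100 second FLIPR read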
# Target sequence (P37288 whole entry, looked up): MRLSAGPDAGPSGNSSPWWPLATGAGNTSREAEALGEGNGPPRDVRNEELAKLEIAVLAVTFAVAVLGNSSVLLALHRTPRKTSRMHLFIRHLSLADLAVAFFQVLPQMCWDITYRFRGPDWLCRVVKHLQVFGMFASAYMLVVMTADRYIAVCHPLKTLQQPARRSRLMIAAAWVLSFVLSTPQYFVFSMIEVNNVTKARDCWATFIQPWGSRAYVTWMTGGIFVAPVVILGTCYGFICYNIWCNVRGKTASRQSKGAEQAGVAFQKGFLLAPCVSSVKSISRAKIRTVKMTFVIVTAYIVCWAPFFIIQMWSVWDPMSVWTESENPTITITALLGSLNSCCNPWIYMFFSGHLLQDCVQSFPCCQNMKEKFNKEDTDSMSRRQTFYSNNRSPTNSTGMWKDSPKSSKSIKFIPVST
# PHOSPHO1 block = blocks human PHOSPHO1 phosphatase activity; 1.1% of 290,000 active; inhibition, % at 13.3 µM; recombinant PHOSPHO1, absorbance phosphatase assay; in the data active means inhibition above about 60%
# Target sequence (Q8TCT1 whole entry, looked up): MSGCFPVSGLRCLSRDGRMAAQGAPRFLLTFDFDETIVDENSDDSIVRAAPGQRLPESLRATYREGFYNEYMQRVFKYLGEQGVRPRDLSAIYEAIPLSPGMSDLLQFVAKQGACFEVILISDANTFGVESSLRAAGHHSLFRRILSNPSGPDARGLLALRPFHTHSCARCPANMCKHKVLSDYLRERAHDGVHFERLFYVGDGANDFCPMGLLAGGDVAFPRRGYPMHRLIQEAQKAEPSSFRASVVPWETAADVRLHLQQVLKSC
# MEKK2 WT-MEK5 = raises or lowers MEK5 binding to wildtype human MEKK2 PB1 domain; 1.1% of 290,000 active; binding response (% of control), % at 10 µM; bead flow cytometry, Alexa488-MEK5 binding to MEKK2 WT; actives lie on both sides; Q9Y2U5; AID 1531; in the data active means binding response below about 67% or above about 130%
# OXTR ag = human OXTR agonism; P30559; CHO-OTR cells, Fluo-8 calcium fluorescence; normalized: DMSO 0%, oxytocin 100%; activation, % at 3 µM; 0.32% of 320,000 active; AID 2435;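 active means activation above the mean of all tested compounds plus 3 SD, cutoff set per screening run, cut at about 20% in these data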;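 further: peak over basal fluorescence ratio from a 100 s FLIPR kinetic read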
# Target sequence (P30559 whole entry, looked up): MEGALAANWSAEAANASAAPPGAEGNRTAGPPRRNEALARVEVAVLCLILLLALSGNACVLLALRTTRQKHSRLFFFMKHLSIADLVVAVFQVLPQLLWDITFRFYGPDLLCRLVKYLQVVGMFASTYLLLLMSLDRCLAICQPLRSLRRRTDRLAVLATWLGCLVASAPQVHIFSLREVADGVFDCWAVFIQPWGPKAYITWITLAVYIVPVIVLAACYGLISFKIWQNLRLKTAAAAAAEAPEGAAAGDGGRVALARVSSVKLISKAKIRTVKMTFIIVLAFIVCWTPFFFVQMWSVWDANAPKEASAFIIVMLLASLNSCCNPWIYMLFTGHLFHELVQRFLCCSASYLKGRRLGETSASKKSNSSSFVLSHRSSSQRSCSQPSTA
# GPR7 antag = antagonists of human GPR7 (neuropeptides B/W receptor 1) | GPR7-expressing cells, fluorescence antagonist assay | P48145 | 1.1% of 290,000 active | inhibition, % at 4.4 µM; in the data active means inhibition above about 16%, passing the limit was not always enough;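 further: cells stimulated with the agonist NPW; 0% = agonist with vehicle and 100% = vehicle without agonist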
# NALP1 inh = blocks the NALP1 inflammasome reconstituted in yeast | S. cerevisiae NALP1/ASC/caspase-1 growth, X-gal OD620, 72 h | 0.61% of 280,000 active | AID 2071 | inhibition, % at 10 µM; in the data active means inhibition mostly above about 24%, no sharp cut-off; inactive means mostly below about 32%; further: some compounds called inactive have numbers as strong as hits
# GalR3 antag = blocks the human galanin receptor 3. O60755. HEK293 GalR3-CNG cAMP membrane potential fluorescence; galR3 body fused to GalR1 C-terminus. inhibition, % at 3 µM. 0.44% of 360,000 active. AID 651719;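 active means inhibition above the screen-wide average plus 3 SD, cut at about 13% in these data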;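 further: forskolin and galanin both at EC90 stimulate the cells; cAMP rise reported by CNG channel membrane potential dye signal; 0% = forskolin plus galanin with DMSO and 100% = forskolin alone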
# MEKK2mut PB1 HTS = signal of MEK5 binding to mutant human MEKK2 PB1 domain | bead flow cytometry, Alexa488-MEK5 binding to MEKK2 mutant | percent response, % at 10 µM | 0.35% of 290,000 active | AID 1530; in the data active means percent response above about 24%, passing the limit was not always enough; further: inactives centre near 1; some results filed as inactive read as strong as hits; reference of the scale not given here
# MEKK3 PB1 HTS = raises or lowers MEK5 binding to the human MEKK3 PB1 domain | Q99759 | bead-based flow cytometry, Alexa488-MEK5 binding to MEKK3; actives lie on both sides; 0 = blocked by unlabeled MEK5, 100 = vehicle | binding response (% of control), % at 10 µM | 1.4% of 290,000 active;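 active means binding response more than 3 SD above or below the average of its plate-row segment, actives on both sides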;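 further: Alexa488 bead fluorescence after subtracting the streptavidin-only scavenger bead signal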
# Numbers without * were called inactive; nt = not tested or not shown.
Compound	GPR7 antag	MEKK3 PB1 HTS	NALP1 inh	MEKK2 WT-MEK5	PHOSPHO1 block	OXTR ag	V1R ag counter	MEKK2mut PB1 HTS	GalR3 antag
CC(Oc1cc2oc(=O)c3c(c2cc1Cl)CCCC3)C(=O)NCC1CCC(C(=O)O)CC1 (configuration not stated)	-7	94	1	98	-17	-1.0	-0.3	0	-7
COc1ccc(CCNS(=O)(=O)c2c(C)nc3scc(C)n3c2=O)cc1OC	-6	100	11	99	20	0.8	0.6	-2	-8
Cc1ccc(-n2c(Cc3cccn3C)nnc2SCC(=O)NC2CCCCC2)cc1	-7	107	-6	106	18	-1.6	-0.6	8	-5
Cc1ccc(-c2nnn(CC(=O)Nc3cccc4c3CCCC4)n2)o1	-9	101	9	102	-18	1.3	0.8	0	-7
COc1cc(CCC(=O)OCC(=O)Nc2ccccc2F)cc(OC)c1OC	4	93	25	95	32	2.5	2.8	-5	-6
CCOC(=O)CCc1c(C)c2ccc(OC3CCCCC3=O)c(C)c2oc1=O (configuration not stated)	-1	105	18	104	18	1.0	2.5	1	-11
O=C(/C=C1\NC2(CCCC2)Cc2ccccc21)C(=O)N/N=C/c1ccc(O)c(O)c1	-4	95	6	85	2	-1.4	-0.7	-3	-5
CSC1=N/C(=C\c2c(F)cccc2Cl)C(=O)S1	4	100	38	98	-3	0.2	0.8	0	1
COc1ccc(OC(=O)COc2cc(C)ccc2C)cc1	-16	98	-1	99	4	-1.7	-0.1	1	-13
Cc1oc(-c2ccccc2)cc1C(=O)Nc1cccc2ccccc12	-3	102	-17	102	13	-1.5	0.4	2	-4
Cc1coc2c(C)c3oc(=O)c(CCC(=O)NCc4ccccn4)c(C)c3cc12	8	102	11	102	8	-2.2	-1.7	2	-6
Clc1ccc(C2=NOC(c3nnc(-c4ccccc4)o3)C2)cc1 (configuration not stated)	nt	110	nt	99	39	1.0	0.5	3	-4
O=C(Nc1ccc2nc(-c3ccco3)c(-c3ccco3)nc2c1)N1CCN(c2ccccn2)CC1	-4	100	17	91	98*	0.5	-0.8	2	-1
COc1ccc(N(CC(=O)Nc2ccc(Cc3ccncc3)cc2)S(=O)(=O)c2ccccc2)cc1	-14	106	-7	98	36	1.4	1.9	1	-9
COc1ccc(NC(=O)CSc2nnc(CNc3ccc(C)cc3)n2C)cc1	-4	94	6	94	2	-1.6	-0.7	-4	-3
Cc1[nH]c2ccccc2c1/C=C/c1cc[n+](C)cc1	-7	nt	15	nt	-88	nt	nt	nt	-1
CC(C)(C)NS(=O)(=O)c1ccc(C(=O)Nc2ccc3c(c2)OCO3)cc1	-1	105	6	102	10	-0.2	1.4	6	-10
Cc1cccc(N2CCN(C(=O)Cc3ccc(-n4c(=O)[nH]c5ccsc5c4=O)cc3)CC2)c1C	-11	101	13	95	-19	-0.2	2.4	-1	0
CSc1nc2ccc(NS(=O)(=O)c3ccc4c(c3)OCCO4)cc2s1	-4	103	6	98	3	9.5	5.6	0	-2
O=c1[nH]snc1-c1c(Cl)cccc1Cl	nt	105	nt	104	nt	0.2	0.7	4	-5
CC(C)CCn1c(SCC(=O)Nc2ccccc2C(F)(F)F)nc2nccnc2c1=O	-4	102	26	106	41	-0.3	-1.0	5	8
Cc1ccc(NCCC#N)cc1C	-1	105	18	98	4	0.4	1.1	-1	1
Cc1ccc(Cn2ncc3c(N4CCN(c5ccc(C)cc5)CC4)ncnc32)cc1	-9	nt	-6	nt	21	0.5	0.8	nt	-4
COc1ccc(C2CC(=O)c3c([nH]c(C(=O)OC(C)C)c3C)C2)cc1OC (configuration not stated)	7	94	-5	96	0	4.0	6.5	-2	0
C=CCNC(=O)COC(=O)c1ccccc1C(=O)N(C)C1CCCCC1	23*	63	17	69	0	-1.3	0.3	-6	-3
COc1ccc(N2CCN(CCCn3c(=S)[nH]c4ncccc4c3=O)CC2)cc1	-1	106	20	122	24	-0.6	0.4	8	-2
O=C(O)CCC(=O)N1N=C(c2ccco2)CC1c1cccs1 (configuration not stated)	-10	106	33	98	-5	-1.6	1.2	-1	-1
Cn1cc(C(=O)N/N=C/C2=C(N3CCOCC3)C(=C\c3ccccc3)/CC2)ccc1=O	-5	101	12	102	0	0.8	1.6	-1	-12
COc1ccc(OCC(=O)NNC(=O)c2nn(C)c(=O)c3ccccc23)cc1	-5	110	19	107	7	-0.1	0.9	-1	-3
CCOc1ccc(CCNC(=O)COC(=O)Cn2cnc3ccccc3c2=O)cc1OCC	-7	84	-1	91	32	-1.8	-1.6	-6	-4
OC(c1ccc(Cl)cc1)c1nccc2ccccc12 (configuration not stated)	-17	109	12	109	14	-0.7	0.0	4	-12
O=c1cc(Cl)[nH]c(=O)n1CCNc1ncc(C(F)(F)F)cc1Cl	-9	108	16	109	0	1.8	2.7	8	-1
O=C(NCc1ccco1)c1cccc(S(=O)(=O)N2CCc3ccccc32)c1	-7	98	10	106	-1	-0.7	2.6	13	4
COC(=O)c1ccc(-c2nc(-c3ccc(Br)o3)no2)cc1	-13	111	-3	106	26	0.6	0.0	14	4
CC(Cc1cccs1)NC(=O)Nc1ccc([N+](=O)[O-])cc1 (configuration not stated)	-11	111	-11	106	-52	7.3	8.5	1	-1
Cc1cc(NC(=O)C2CC=CCC2C(=O)O)no1 (configuration not stated)	-10	100	-18	97	7	-0.3	0.6	-1	-4
O=C(N/C(=C\c1ccco1)C(=O)N1CCOCC1)c1ccc([N+](=O)[O-])cc1	-17	102	13	97	45	1.9	0.6	-2	-7
Cc1ccc(S(=O)(=O)Nc2cc(C(=O)NCCN(C)C)ccc2N2CCCCC2)cc1	0	101	23	117	-8	1.6	1.7	19	-6
COc1ccc(-c2c(C)oc3c(CN4CCOCC4)c(O)ccc3c2=O)cc1OC	-3	111	20	113	20	3.0	1.6	13	-5
O=C(CSc1nc2ccccc2s1)Nc1ccc(Cl)c(S(=O)(=O)N2CCOCC2)c1	2	102	20	100	12	1.5	5.8	9	-4
O=C(O)c1ccc(N/N=C/c2ccc(-c3ccccc3Cl)o2)cc1	-14	93	-2	94	4	23*	12	-10	-7
O=NN(CCc1ccncc1)c1ccc(OCc2ccccc2)cc1	25*	100	8	92	-24	9.7	4.8	-2	3
COc1ccc(C)cc1S(=O)(=O)N(CC(=O)Nc1cccc([N+](=O)[O-])c1)c1ccc(C)cc1	0	92	4	94	13	-0.5	1.7	-7	1
COc1ccccc1CCC(=O)NNC(=O)c1ccc(Br)cc1	-5	102	0	102	12	0.0	0.5	7	-6
C=CCOc1ccc(C(=O)N(Cc2ccc(N(C)C)cc2)C2CCS(=O)(=O)C2)cc1 (configuration not stated)	-6	109	26	105	26	-1.1	-0.8	8	-3
CC(C)S(=O)(=O)c1csc(NC(=O)Nc2cccc([N+](=O)[O-])c2)c1Cl	4	97	10	97	46	6.2	10	-1	-5
COc1ccc(NC(=S)N2CCCC2)c(OC)c1	-7	102	20	101	18	-0.4	0.4	4	-9
CC1=CC(C)(C)n2c(O)c(N=NC(N)=S)c3cc(C)cc1c32	-8	90	8	92	-10	-1.0	-0.4	-3	-4
Cc1cc(C)c(C(=O)CSc2n[nH]c(-c3ccncc3)n2)c(C)c1	-3	99	6	99	18	-0.3	1.3	-3	-2
COC(=O)CNC(=O)CNC(=O)Nc1ccccc1Cl	-4	102	5	96	-16	1.6	-0.1	-3	-8
Cc1ccc(S(=O)(=O)N2CCCCC2)cc1C(=O)NCc1ccncc1	-9	105	8	101	-4	0.2	0.2	-2	-9
COc1cc(CNCCCN2CCOCC2)ccc1OCC(=O)Nc1cccc(C(F)(F)F)c1	13	104	11	119	13	1.7	0.9	8	6
CCOC(=O)C1CCN(C(=O)C2CCN(S(=O)(=O)c3cccc4cccnc34)CC2)CC1	-11	113	-9	111	-9	nt	nt	5	nt
CCCN1CN(Cc2ccccc2)CC2=C1CC(C)(C)CC2=O	4	102	9	104	16	-0.8	-0.7	1	-3
O=C(N/N=C/c1cn(-c2cccs2)nc1-c1ccccc1)c1ccccc1Cl	-13	95	24	95	0	0.1	1.1	-3	-4
CCOC(=O)C(NC(=O)N(C)C)(Nc1sc(C)c(CC)c1C#N)C(F)(F)F (configuration not stated)	-6	106	30	105	2	-0.1	1.9	-2	-10
CCOC(=O)c1[nH]cnc1C(=O)Nc1ccncc1	-7	105	15	103	10	0.1	-1.0	2	-6
O=C(COc1cccc2ccccc12)N/N=C/c1ccco1	-1	101	21	100	38	1.9	2.2	3	-1
Cc1c(NC(=O)Nc2cccc(C(F)(F)F)c2)c(=O)n(-c2ccccc2)n1C	-8	102	-9	102	66*	-0.7	-0.9	7	-3
C/C(=N\NC(=S)NC1CCCCC1)c1cccc(C(F)(F)F)c1	-6	120	nt	106	10	-0.1	0.6	14	0

# (cont.)
Compound	GPR7 antag	MEKK3 PB1 HTS	NALP1 inh	MEKK2 WT-MEK5	PHOSPHO1 block	OXTR ag	V1R ag counter	MEKK2mut PB1 HTS	GalR3 antag
Cc1ccc(S(=O)(=O)N2CCN(c3cnn(-c4ccccc4)c(=O)c3Cl)CC2)cc1	7	94	18	97	3	-0.4	0.4	-3	-1
COC(=O)Cc1ccc(NC(=S)N2CCN(C(=O)C3CCCO3)CC2)cc1 (configuration not stated)	-13	105	15	109	-12	0.9	0.6	4	-4
Cc1ccc(C)c(NC(=S)NCC(c2ccccc2)N(C)C)c1 (configuration not stated)	10	99	2	95	28	2.7	1.5	-2	-4
CCc1cccc(N(C(=O)c2csnn2)C(C(=O)NC2CCCCC2)c2cccnc2)c1 (configuration not stated)	-8	99	8	95	42	1.1	-0.1	-1	-6
O=C(OCc1ccccc1)c1ccccc1	nt	102	nt	103	nt	-1.1	-0.8	2	-2
C/C(=N\NC(=O)c1nn(C)c(C)c1Br)c1cccc(NC(=O)c2ccoc2C)c1	0	102	14	96	2	-2.2	-0.1	2	2
O=C(CSc1nncs1)Nc1cc(-c2ccccc2)nn1-c1ccccc1	-4	100	34	103	19	-0.1	0.4	-1	-2
O=C1OCCC1Sc1nnnn1-c1ccccc1 (configuration not stated)	7	102	27	106	43	0.0	0.4	1	1
O=C(Nc1cccc(C(F)(F)F)c1)c1cc[n+]([O-])cc1	3	98	29	101	31	0.1	-0.3	2	-7
O=C1CCCc2cc3c(cc21)CC1(C3)Cc2cc3c(cc2C1)C(=O)CCC3	15	105	12	98	25	1.2	1.9	4	-6
COc1ccc(OCC(=O)NCCS(=O)(=O)N2CCN(c3ccc(F)cc3)CC2)cc1	-18	101	11	103	53	5.5	4.4	2	-6
O=C(Cn1ncc(Cl)c(Cl)c1=O)N1CCN(S(=O)(=O)c2ccc3ccccc3c2)CC1	40*	101	43	104	-10	-1.8	-0.4	0	-5
CCC(C)NC(=O)COC(=O)c1ccccc1OCC(=O)Nc1ccc(Br)cc1 (configuration not stated)	-3	111	22	97	-41	-0.3	-0.1	0	-2
Cc1oc(-c2cccs2)nc1CS(=O)CC(=O)NC1CCCCCC1 (configuration not stated)	-1	117	2	115	37	-2.0	-0.7	13	nt

# Two of these compounds in a different format:
CCC(C)NC(=O)COC(=O)c1ccccc1OCC(=O)Nc1ccc(Br)cc1 (configuration not stated)
- GPR7 antag: -3
- MEKK3 PB1 HTS: 111
- NALP1 inh: 22
- MEKK2 WT-MEK5: 97
- PHOSPHO1 block: -41
- OXTR ag: -0.3
- V1R ag counter: -0.1
- MEKK2mut PB1 HTS: 0
- GalR3 antag: -2

O=C(CSc1nncs1)Nc1cc(-c2ccccc2)nn1-c1ccccc1
- GPR7 antag: -4
- MEKK3 PB1 HTS: 100
- NALP1 inh: 34
- MEKK2 WT-MEK5: 103
- PHOSPHO1 block: 19
- OXTR ag: -0.1
- V1R ag counter: 0.4
- MEKK2mut PB1 HTS: -1
- GalR3 antag: -2

# From PubChem
